Myeloid diff MLP – induction of myeloid progenitor differentiation, primary screen, cell-based, flow cytometry, MLPCN library; ER-HoxA9 myeloid progenitors, lysozyme-GFP differentiation; calls only at 10 µM; 360,000 tested, 1% active;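 active means normalized GFP-positive differentiation at or above the plate's own cutoff, the solvent-only control mean plus 3 SD; inconclusive means no clear call, values can overlap the other calls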;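 further: cells exposed to compound for four days before flow analysis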
Large T inhibition – SV40 large T antigen inhibitors, biochemical (AID 1903); inhibition, % at 20 µM; hits with a dose series show IC50 in µM; SV40 large T antigen ATPase/helicase inhibition assay; higher % means a stronger effect; 310,000 tested, 0.39% active; in the data active means a potency from the dose series; inconclusive means inhibition mostly from about 32% at the one dose, without a potency; inactive means the rest, 99 in 100 with inhibition below about 32%; further: strong numbers were not always called active
RSV CPE inhibition – RSV antiviral activity via CPE protection, HEp-2 cells, primary 10 µM value included (AID 2391). HEp-2 cells, RSV-induced CPE inhibition; higher % means a stronger effect. 310,000 tested, 0.13% active. one-dose CPE inhibition, % at 10 µM; IC50 in µM for titrated hits; in the data active means a potency from the dose series; inconclusive means CPE inhibition mostly from about 23% at the one dose, without a potency; inactive means the rest, 99 in 100 with CPE inhibition below about 21%; further: strong numbers were not always called active
PhoP inhibition – inhibitors of PhoP regulon expression, primary screen, Salmonella Typhimurium, GFP reporter (AID 1863); S. Typhimurium PhoP-regulated promoter GFP reporter, 4 h; higher % means a stronger effect; one-dose inhibition, % at 50 µM; IC50 in µM for titrated hits; 300,000 tested, 0.16% active;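 active means inhibition over 29.93%, a cutoff 3 SD above the screen mean, later confirmed by dose response; inconclusive means inhibition over 29.93% but no dose response follow-up; inactive means inhibition at most 29.93% or unconfirmed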;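 further: 0% = low Mg2+ inducing control and 100% = high Mg2+ repressing control; strong numbers were not always called active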
NTR1 agonist – agonists of NTR1, primary screen, imaging, U2OS cells, beta-arrestin-GFP, high content (AID 493036); activation, % at 20 µM; 330,000 tested, 0.17% active; Neurotensin receptor type 1 (Homo sapiens), P30989; NTR1-U2OS beta-arrestin-GFP spot imaging, agonist mode;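 active means activation at or above 40% of the spot to cytoplasm intensity ratio, with at least 20 cells analyzed; inconclusive means wells under 20 cells, flagged as cytotoxic or low count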;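 further: 0% = DMSO without peptide and 100% = 100 nM NTR1 peptide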
Target sequence (P30989 whole entry, looked up): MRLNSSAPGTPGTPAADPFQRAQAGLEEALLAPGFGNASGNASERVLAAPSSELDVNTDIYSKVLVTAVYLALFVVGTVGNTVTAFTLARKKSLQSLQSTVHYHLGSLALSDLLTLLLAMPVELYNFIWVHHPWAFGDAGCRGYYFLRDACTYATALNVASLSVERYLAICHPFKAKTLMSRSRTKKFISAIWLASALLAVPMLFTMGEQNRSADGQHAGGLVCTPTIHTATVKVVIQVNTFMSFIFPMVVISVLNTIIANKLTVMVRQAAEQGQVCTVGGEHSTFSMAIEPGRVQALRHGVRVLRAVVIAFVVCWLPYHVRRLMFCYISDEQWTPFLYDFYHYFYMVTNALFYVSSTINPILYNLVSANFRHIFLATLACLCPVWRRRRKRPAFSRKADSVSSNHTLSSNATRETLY
UTI89 phage lysis – inhibition of K1F phage lysis, E. coli UTI89, bacterial capsule biogenesis inhibitors, alamar blue (AID 488966) | 340,000 tested, 0.02% active | inhibition, % at 100 µM, or IC50 in µM where a hit was titrated | E. coli UTI89 K1F phage lysis, alamar blue, 2 h; higher % means a stronger effect;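 active means phage lysis inhibition, versus mean bacterial control, above a set limit; inconclusive means no clear call, values can overlap the other calls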;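 further: capsule biogenesis inhibitors block K1F phage lysis so surviving cells raise fluorescence; higher fluorescence means more inhibition of phage lysis; actives were called in the ten point dose series up to 300 µM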
MgcRacGAP inhibition – MgcRacGAP GTPase-activating activity inhibitors, confirmation, biochemical, ADP Hunter fluorescence; Rac GTPase-activating protein 1 (Homo sapiens); 340,000 tested, 0.6% active; inhibition, % at 30 µM, or IC50 in µM where a hit was titrated; AID 624330, 2012; MgcRacGAP-stimulated Rac1 GTP hydrolysis, ADP Hunter fluorescence; higher % means a stronger effect; GST-tagged Rac1 F28L mutant substrate;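 active means first-screen hits whose inhibition reached a set limit at any dose in the follow-up dose series; inconclusive means inhibition above the set first-screen limit but never retested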;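 further: fluorescence reports GDP produced by GAP-driven GTP hydrolysis; strong numbers were not always called active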
T cell HTS – modulators of CD8 T cell-vesicle binding, primary screen, mouse 2C CD8+ T cells, flow cytometry | 2C CD8+ T cell-vesicle binding; stronger effect = lower value | calls only at 7 µM | 330,000 tested, 0.068% active | AID 2052, 2009;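 active means response, share of CD8 T cells binding vesicles, and their 90th percentile fluorescence all below set limits, cut at about 80% in these data, passing the limit was not always enough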
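Material: 2C TCR transgenic mouse naive CD8+ T cells, MACS-purified. Also added: QL9-charged Drosophila Ld/ICAM-1/B7-1 vesicles. Timing: binding 1.5 h at 37 °C. Measured by: high-throughput flow cytometry with anti-B7-1 and anti-CD8 staining. Read-out: percent CD8+ FL2 mean versus row control. Controls: Unloaded micro-vesicles (low), QL9 vesicles with 0.7% DMSO (high).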
TNAP activators – human TNAP enzyme activators, primary screen, biochemical, luminescent, no phosphate acceptor, uHTS (AID 1001); activation fold at 20 µM; hits with a dose series show EC50 in µM; purified TNAP, luminescent activation assay, no phosphate acceptor; higher activation fold means a stronger effect; Alkaline phosphatase, tissue-nonspecific isozyme (Homo sapiens); 200,000 tested, 0.03% active; in the data active means activation fold from about 3, or a potency from the dose series; inactive means the rest, 99 in 100 with activation fold below about 1.6; further: many of its hits are not listed in these tables
T cell HTS vesicle-bound % – recorded beside T cell HTS, whose call it bears; double positive events, %; measured here: CD8+ vesicle-bound cell fraction;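 binding gate set so that unloaded-vesicle control wells show 10% double positive cells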
NTR1 agonist cell count 20 µM – second read-out of NTR1 agonist, no call of its own (marks repeat the call); cell count; measured here: cell count, cytotoxicity flag
Myeloid diff MLP GFP+ MAC1+ % – second read-out of Myeloid diff MLP, no call of its own (marks repeat the call); GFP+ MAC1+ double positive, %; measured here: differentiation confirmed by MAC1 staining
Active calls of the source: *; i = inactive; ? = inconclusive; . = no result given; + = active, no number; [ ] = remark or other dose. No enrichment for hits; overall some 2.3% were active at least once.

SMILES | Myeloid diff MLP | Myeloid diff MLP GFP+ MAC1+ % | Large T inhibition | RSV CPE inhibition | PhoP inhibition | NTR1 agonist | NTR1 agonist cell count 20 µM | UTI89 phage lysis | MgcRacGAP inhibition | T cell HTS | T cell HTS vesicle-bound % | TNAP activators
CC(C)NC(=O)C1CC(=O)N(c2ccc(F)c(Cl)c2)C1 (centres undefined) | . | . | 5% | 3.5% | 2% | 3.4 | 44 | -0.8% | 10% | i | 42 | 1.1
CC(C)c1ccc(/C=C2\SC(=O)N(CC(=O)NCCCn3ccnc3)C2=O)cc1 | i | 0.9 | 14% | ? | -4% | 0.7 | 67 | -0.1% | -16% | i | 19 | .
Cc1c(CC(=O)O)c(=O)oc2cc3occ(-c4ccccc4)c3cc12 | i | 0.5 | 21% | 2.1% | . | 1.7 | 84 | -0.1% | 7% | i | 45 | .
O=C1CCCC/C1=C\Nc1ccc(O)cc1 | i | 4.0 | 6.7µM* | -0.1% | 6% | 1.2 | 49 | 3.2% | 13µM* | i | 42 | 1.1
COCC(C)NC(=O)CCSc1nc(-c2ccc(OC)cc2)cc(C(F)(F)F)n1 (centres undefined) | i | 0.0 | 5% | 1.9% | -15% | -0.5 | 77 | 0.4% | 5% | i | 68 | 1.1
COc1ccc(N/C=C2\CCOC2=O)cc1 | i | 1.9 | . | 0.8% | 5% | -0.9 | 79 | -0.2% | 3% | i | 56 | 1
CCN(CC(=O)NCc1ccc(F)cc1)C(=O)c1cccnc1SC | . | . | 30% | 0.6% | -3% | 2.0 | 52 | 0.0% | 0% | i | 15 | .
CCOC(=O)C(=CNc1ccc(NC2=NCC(C)(C)S2)cc1)C(=O)OCC | i | 0.8 | 10% | 1.3% | -2% | 8.1 | 62 | -0.2% | -2% | i | 25 | .
O=C1NC2(CCCCCC2)N=C1c1ccc(Br)cc1 | i | 0.1 | 5% | -0.2% | 0% | 3.4 | 57 | 0.4% | 7% | i | 44 | 1
COc1ccc(CCNC(=O)C(=O)NCCC2CCCCN2S(=O)(=O)c2ccccc2)cc1 (centres undefined) | i | 1.0 | -5% | -0.1% | 11% | -0.9 | 76 | 1.7%[50 µM] | 4% | i | 18 | .
CC(=O)c1cccc(NC(=O)c2ccccc2N(C)S(=O)(=O)c2ccc(C)cc2)c1 | . | . | 0% | 2.3% | 1% | 1.9 | 61 | 0.1% | 7% | i | 30 | .
C=CCN(c1ccccc1)S(=O)(=O)c1cccc(C(=O)NCC2CCCO2)c1 (centres undefined) | i | 2.7 | 4% | 2.3% | 8% | 0.9 | 40 | -0.1% | 11% | i | 9 | .
COCCCNC(=O)C1CC(=O)N(Cc2ccc(OC)cc2)C1 (centres undefined) | i | 4.5 | 10% | -1.2% | 9% | 0.4 | 58 | 4.0% | 5% | i | 39 | 1
CCOc1cc(C(=O)NC2=NCCS2)cc(OCC)c1OCC | i | 0.9 | 6% | 1.1% | -10% | 1.7 | 34 | 1.4% | -1% | i | 30 | 1
CCCCOCP(=O)(CC)COCCCC | i | 1.1 | 7% | 0.9% | 3% | -0.8 | 32 | 0.8% | 8% | i | 27 | 1.2
Cc1cnc(C(=O)OCC(=O)NC2CCCCC2)cn1 | i | 1.4 | 12% | 1.1% | -12% | -0.5 | 55 | -0.6% | 4% | i | 47 | 1.1
Cc1ccc(C(=O)CSc2nnc(-c3ccncc3)n2C)cc1 | i | 0.4 | 1% | 0.6% | -8% | -0.3 | 53 | 0.2% | 10% | i | 42 | 1.1
CCN(C(=O)C1CCCCC1)c1nnc(-c2cccnc2)s1 | i | 0.0 | 6% | -0.6% | -6% | 2.5 | 84 | -1.4% | 1% | i | 35 | 1.1
CCC(CO)NCC#Cc1ccccc1 (centres undefined) | i | 0.5 | 8% | 0.5% | 3% | -0.9 | 42 | 0.6% | 5% | i | 39 | 1
CCOC(=O)C1CCN(C(=O)CSc2nc(N)cc(=O)[nH]2)CC1 | i | 2.9 | 9% | 1.3% | -6% | 0.4 | 41 | 0.6% | 5% | i | 33 | .
COc1ccccc1N1CCN(c2cnccn2)CC1 | i | 0.1 | -5% | -1.3% | -5% | -0.1 | 27 | -0.2% | 3% | i | 17 | 1
CCOC(=O)C1CCN(c2c(NCc3ccc(C(=O)N(C)Cc4ccccc4)cc3)c(=O)c2=O)CC1 | i | 0.5 | 13% | 1.2% | 0% | 0.4 | 77 | 0.0% | 5% | i | 63 | 1.1
O=Cc1ccc(OC(=O)c2cc(Cl)nc3ccccc23)cc1 | i | 0.4 | 17% | 0.6% | -11% | -1.4 | 70 | 0.1% | 3% | i | 43 | 1.1
Cc1cc(C(=O)CSc2nc(N)cc(=O)[nH]2)ccc1F | i | 0.6 | 4% | 3.0% | 4% | 1.9 | 47 | 0.0% | 4% | i | 9 | .
CCCCc1ccc(NC(=S)NCCc2ccc(F)cc2)cc1 | i | 0.1 | 6% | 4.0% | 2% | 2.2 | 73 | -0.2% | -17% | i | 44 | 1.4
Cn1c(=O)n(C)c2cc(C(=O)Nc3ccc(Br)cc3)ccc21 | i | 0.6 | -13% | 1.0% | 17% | 5.4 | 89 | 0.1% | 1% | i | 35 | .
OCC1(O)OC[C@@H](O)[C@H]1O (some centres undefined) | i | 1.1 | . | 1.2% | -1% | -1.5 | 83 | 6.4% | -1% | i | 46 | .
CCOC(=O)c1sc2cc([N+](=O)[O-])cc(SCC(C)C)c2c1N | + | 53* | 5% | 0.0% | 7% | 12 | 77 | 1.0% | -2% | i | 9 | 0.9
C=CCOC(=O)C1C(=O)CC(C)(O)C(C(=O)OCC=C)C1c1ccc(OCC)cc1 (centres undefined) | i | 1.2 | -5% | 0.2% | 8% | 0.4 | 50 | 0.1% | 1% | i | 2 | 1.1
Cc1oc2c(c1C(=O)NCc1cc(C(=O)O)co1)CCCC2 | i | 0.7 | 11% | 0.9% | 8% | -1.7 | 84 | 0.6% | 2% | i | 50 | 1.1
CCOC(=O)c1sc(-c2ccc(OC)cc2)cc1N | i | 1.6 | 10% | 12% | -1% | 2.3 | 43 | 5.8% | -7% | i | 26 | 1.1
Cc1ccccc1C(=O)N=c1ccn(-c2nc3ccccc3nc2NS(=O)(=O)c2ccccc2)cc1 | i | 1.0 | 5% | -0.5% | -7% | 0.4 | 47 | 0.1% | -11% | i | 13 | .
CCC1CCC(N2CCN(c3ccc(F)cc3)CC2)CC1 (centres undefined) | i | 0.4 | 10% | -0.2% | -2% | 1.8 | 62 | 0.2% | 9% | i | 55 | .
CCCn1c(SCC(=O)NC(C)C)nc2sc3c(c2c1=O)CCC3 | i | 0.5 | 4% | 3.8% | -1% | 0.8 | 56 | 0.3% | 5% | i | 24 | .
CCCCc1c(C)[nH]c(=S)[nH]c1=O | i | 0.0 | 5% | 13% | -2% | -1.2 | 34 | 0.2% | 5% | i | 50 | .
O=C(CSc1nnc2c(n1)[nH]c1ccc(F)cc12)NC1CC1 | i | 0.4 | 7% | 1.3% | 5% | -1.4 | 40 | -0.9% | 15% | i | 49 | .
CC1(C)C2CC=C(/C=N/n3cnnc3)C1C2 (centres undefined) | i | 0.5 | 1% | 1.2% | 16% | -0.4 | 44 | 1.5% | 8% | i | 48 | 1.1
CC(C)CC(=O)N1CCN(Cc2ccc3c(c2)OCO3)CC1 | i | 13 | 6% | 2.7% | -3% | -0.3 | 68 | -0.1% | 3% | i | 7 | 1.1
COc1ccc(CCNC(=O)C(=O)NCC2OCCCN2S(=O)(=O)c2cc(C)ccc2C)cc1 (centres undefined) | i | 0.7 | 15% | 0.9% | -4% | 0.4 | 59 | 0.2% | 3% | i | 6 | .
Cc1c(C)c2c(c(C)c1O)CCC(C)(C(=O)O)O2 (centres undefined) | i | 1.6 | 21% | 0.3% | -8% | -1.9 | 50 | 4.0% | 14% | i | 46 | .
Cc1ccc([N+](=O)[O-])cc1S(=O)(=O)NCCc1cn2ccccc2n1 | i | 1.0 | 4% | -0.3% | -10% | -0.5 | 58 | 0.2%[50 µM] | 11% | i | 34 | .
Cc1ccc(Cl)cc1NC(=O)c1ccccc1OCC(=O)Nc1ccc(Cl)cc1 | i | 0.3 | 1% | 2.8% | -14% | 22 | 92 | 0.2% | 0% | i | 58 | 1
Cc1ccc(-c2cc(=O)c3ccc(Cl)cc3[nH]2)cc1 | i | 1.4 | 4% | -1.8% | -4% | -3.7 | 49 | -1.6% | 3% | i | 16 | 1.1
CN(C)CCN1C(=O)C(=O)/C(=C(/O)c2ccccc2)C1c1ccccc1F (centres undefined) | i | 0.8 | 4% | 0.1% | -7% | 5.7 | 40 | 0.7% | 10% | i | 26 | 1.1
O=C(O)c1ccccc1C(=O)OCCc1cc2ccccc2c(=O)o1 | i | 0.9 | . | 0.2% | . | 1.4 | 49 | 1.3% | 3% | i | 46 | .
CCSc1nnc(NC(=O)[C@@H](NC(=O)c2ccccc2F)C(C)C)s1 | i | 0.1 | 6% | 2.4% | -4% | 0.0 | 37 | 3.8% | 2% | i | 44 | 0.9
CCOc1c(Cl)cc(CNC(C)(C)CC(C)(C)C)cc1OC | i | 0.4 | 3% | -2.3% | 4% | -0.5 | 47 | 4.5% | 1% | i | 40 | 1.1
CC1CCCC(NC(=O)COC(=O)c2cc(=O)[nH]c3ccccc23)C1C (centres undefined) | i | 0.6 | . | . | . | -0.4 | 43 | 2.0%[50 µM] | 5% | i | 26 | .

Source: PubChem BioAssay (several laboratories)
